PAFAH1B3 inh – PAFAH1B3 (human) inhibition | Q15102 | recombinant PAFAH1B3, FP-rhodamine probe, fluorescence polarization | inhibition, % at 3.39 µM | AID 492972 | 340,000 compounds, 0.28% hits;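 active means inhibition above the screen-wide average of all tested compounds plus 3 SD, cut at about 25% in these data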;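 further: 0% = enzyme with DMSO only and 100% = wells lacking PAFAH1B3 protein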
Target sequence (Q15102 whole entry, looked up): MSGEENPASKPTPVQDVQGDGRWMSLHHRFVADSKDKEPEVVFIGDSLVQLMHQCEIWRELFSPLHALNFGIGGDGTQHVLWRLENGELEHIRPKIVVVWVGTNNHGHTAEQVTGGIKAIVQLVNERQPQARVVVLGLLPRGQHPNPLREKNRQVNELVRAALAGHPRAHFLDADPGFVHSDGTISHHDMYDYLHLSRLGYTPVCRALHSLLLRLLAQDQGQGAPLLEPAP
PREPL inhibitor – inhibitors of human prolyl oligopeptidase-like enzyme PREPL; Q4J6C6; recombinant PREPL, fluorescence polarization activity-based probe; inhibition, % at 5.96 µM; 320,000 compounds, 0.68% hits; in the data active means inhibition above about 43%;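 further: 0% = enzyme with DMSO and 100% = wells lacking enzyme; many of its hits are not listed in these tables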
ZTA DNA inh – blocks Epstein-Barr virus ZTA, an EBNA-1 counter-screen. inhibition, % at 11 µM. P03206. 320,000 compounds, 0.15% hits. ZTA-DNA binding, fluorescence polarization; in the data active means inhibition above about 33%
Target sequence (P03206 whole entry, looked up): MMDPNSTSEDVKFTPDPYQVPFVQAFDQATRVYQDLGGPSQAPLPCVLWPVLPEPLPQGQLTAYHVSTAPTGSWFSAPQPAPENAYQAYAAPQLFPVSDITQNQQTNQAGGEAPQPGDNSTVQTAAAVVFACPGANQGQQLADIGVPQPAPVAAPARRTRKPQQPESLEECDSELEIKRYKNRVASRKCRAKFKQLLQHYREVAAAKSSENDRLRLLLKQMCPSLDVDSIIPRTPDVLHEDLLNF
GSTO1 inh – counter-screen for RBBP9 inhibitors: inhibitors of human GSTO1; P78417; recombinant GSTO1, activity-based probe fluorescence polarization; inhibition, % at 5.96 µM; 300,000 compounds, 1.1% hits; AID 1974;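 active means inhibition above the campaign mean inhibition plus 3 SD, cut at about 35% in these data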;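 further: 0% = GSTO1-1 with DMSO and 100% = wells lacking GSTO1-1 enzyme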
LYPLA1 inh – counter-screen for PME1 inhibitors: inhibitors of human LYPLA1; AID 2174; 320,000 compounds, 0.16% hits; inhibition, % at 5.9 µM; recombinant LYPLA1, FP-Rh probe fluorescence polarization; O75608;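 active means inhibition above the mean of all tested compounds plus 3 SD, set per campaign, cut at about 14% in these data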;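 further: inhibitors block serine hydrolase probe labeling of LYPLA1 so polarization falls; 0% = enzyme with DMSO and 100% = wells lacking LYPLA1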
Target sequence (O75608 whole entry, looked up): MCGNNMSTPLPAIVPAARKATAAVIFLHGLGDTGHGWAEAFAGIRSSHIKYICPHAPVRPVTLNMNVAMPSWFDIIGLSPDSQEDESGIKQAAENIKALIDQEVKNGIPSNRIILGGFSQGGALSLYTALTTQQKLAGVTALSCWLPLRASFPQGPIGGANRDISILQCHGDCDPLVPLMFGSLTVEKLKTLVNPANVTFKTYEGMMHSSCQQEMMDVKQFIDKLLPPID
LYPLA2 inh – LYPLA2 (human) inhibition in PME1 counter-screen | O95372 | recombinant LYPLA2, FP-Rh probe fluorescence polarization | inhibition, % at 5.9 µM | 320,000 compounds, 0.38% hits | AID 2177;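 active means inhibition above the screen-wide mean plus 3 SD, limit set per campaign, cut at about 26% in these data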;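 further: 0% = LYPLA2 with DMSO and 100% = wells lacking LYPLA2 enzyme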
Target sequence (O95372 whole entry, looked up): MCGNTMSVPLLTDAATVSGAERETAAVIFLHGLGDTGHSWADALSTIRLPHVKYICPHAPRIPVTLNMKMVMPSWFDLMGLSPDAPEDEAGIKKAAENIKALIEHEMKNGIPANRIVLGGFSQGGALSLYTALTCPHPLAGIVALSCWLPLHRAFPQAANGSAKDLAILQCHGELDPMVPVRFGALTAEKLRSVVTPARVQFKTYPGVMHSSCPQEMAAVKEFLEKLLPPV
PAD4 FP inh – PAD4 (human) enzyme inhibition | recombinant PAD4, RCA probe fluorescence polarization | inhibition, % at 6.36 µM | 330,000 compounds, 0.41% hits | AID 485272;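 active means percent inhibition above a cutoff equal to the mean of all tested compounds plus 3 SD, cut at about 15% in these data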;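 further: 0% = PAD4 with RCA probe and DMSO and 100% = probe without PAD4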
EBNA-1 inhibitor – blocks EBNA-1 binding to DNA; EBNA-1 DNA binding, fluorescence polarization; inhibition, % at 14.8 µM; 300,000 compounds, 0.34% hits; AID 1950; in the data active means inhibition above about 28%
PAFAH2 inh – PAFAH2 (human) inhibition | Q99487 | recombinant PAFAH2, FP-rhodamine activity probe, fluorescence polarization | inhibition, % at 3.39 µM | 340,000 compounds, 0.99% hits;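 active means inhibition above the mean over all tested compounds plus 3 SD, cut at about 30% in these data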;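 further: inhibitors block probe labeling of enzyme so polarization drops; 0% = enzyme with DMSO and 100% = wells lacking PAFAH2 protein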
Numbers without * were called inactive; . = not tested or not shown; & = joins results of further samples.

SMILES	PAFAH1B3 inh	PREPL inhibitor	ZTA DNA inh	GSTO1 inh	LYPLA1 inh	LYPLA2 inh	PAD4 FP inh	EBNA-1 inhibitor	PAFAH2 inh
CCOc1ccccc1NC(=O)CSc1nc2nc(-c3cccs3)cc(C(F)(F)F)c2c(=O)[nH]1	-6	-12	12	-88	-6	-12	-4	6	-5
O=C(NNC(=O)C1CCCCC1)C(=O)NC1CCCCC1	20	-12	0	3	6	-1	-3	-2	2
COc1ccc(NC(=O)CN(c2cccc(C(F)(F)F)c2)S(C)(=O)=O)cc1OC	4	-7	-4	-3	-1	-3	3	9	3
C/C(=N/NC(=O)c1ccoc1C)c1ccc(N2CCOCC2)cc1	15	5	0	1	5	1	0	-5	-11
CCCCn1nnnc1SCC(=O)Nc1ccc2c(c1)OCO2	9	5	-3	4	0	3	-1	14	0
CC1CCCCC1NC(=O)CCS(=O)(=O)c1cc2c(cc1Cl)NC(=O)CO2 (stereo not drawn)	2	6	3	-5	2	1	2	5	-3
C=CCSC1=N/C(=C\c2cc(OC)c3c(c2)OCO3)C(=O)S1	7	-8	6	4	-1	2	-2	5	42*
COc1ccc(N(CC(=O)Nc2ccccc2C(=O)NCc2ccco2)S(C)(=O)=O)cc1	2	8	-5	1	-2	-4	-2	-3	-6
CC[C@@H]1C=C(C(=O)O)[C@H](c2ccc(F)cc2)N1S(=O)(=O)c1ccc(C)cc1	9	13	.	.	.	.	1	.	9
Cc1cccc(NC(NC(=O)c2cccnc2)C(Cl)(Cl)Cl)c1 (stereo not drawn)	-1	8	-3	4	4	5	-5	-15	-6
COCCCNC(=O)C1c2ccccc2Oc2ccccc21	2	-6	-12	-1	-1	-3	0	9	1
CC1CCC(CN2C(Nc3ccccc3)=NC[C@@H]2Cc2ccccc2)CC1 (stereo partly drawn)	1	29	.	.	.	.	0	.	5

Next section; it opens with the 2 that closed the last part.
SMILES	PAFAH1B3 inh	PREPL inhibitor	ZTA DNA inh	GSTO1 inh	LYPLA1 inh	LYPLA2 inh	PAD4 FP inh	EBNA-1 inhibitor	PAFAH2 inh
COCCCNC(=O)C1c2ccccc2Oc2ccccc21	2	-6	-12	-1	-1	-3	0	9	1
CC1CCC(CN2C(Nc3ccccc3)=NC[C@@H]2Cc2ccccc2)CC1 (stereo partly drawn)	1	29	.	.	.	.	0	.	5
CCOC(=O)C1CCCN(CCC(=O)Nc2ccc3c(c2)CCC3)C1 (stereo not drawn)	7	11	-5	-1	-1	-6	1	3	13
NNC(=O)c1cc2cc3ccccc3nc2s1	-7	-2	5	-1	2	1	-3	4	6
CN(C)CCC(c1ccc(Cl)cc1)c1ccccn1 (stereo not drawn)	3&4	6&6&8	-3&8&0	-3&1&4	-6&0&-1	-3&-1&-3	0&3&-3	4&8&-5	-3&-2
COc1cc2nc(N3CCN(c4cc(C)ccc4C)CC3)nc(N)c2cc1OC	9	12	2	3	-4	7	7	16	2
O=C(c1ccc(C#Cc2ccccc2)o1)N1CCN(c2ccccn2)CC1	3	19	-8	6	-2	4	-2	-9	7
COc1ccc(NC(=S)N(CCCN2CCC(C)CC2)Cc2cccs2)cc1Cl	0	3	-23	7	4	1	-1	-6	0
CCOc1ccc(CNC(=O)Cn2ccc3cc(S(=O)(=O)N4CCCCCC4)ccc32)cc1	5	19	-6	8	-5	2	1	20	5
Cc1cc(NCCCn2ccnc2)n2ncc(-c3ccc(Cl)cc3)c2n1	10	40	22	0	5	1	-4	-2	8
CC1Cc2ccccc2N1C(=O)CSc1nnnn1-c1ccc2c(c1)OCCO2 (stereo not drawn)	5	-14	13	-2	1	-1	1	3	-1
Cc1cc(=O)[nH]c(N2CCOCC2)n1	.	3	2	-5	0	-4	3	-8	.
C=CCn1c(SCC(=O)Nc2sc3c(c2C#N)CCC(C)C3)nc2cc(C(=O)O)ccc2c1=O (stereo not drawn)	3	12	.	.	.	.	-2	.	1
c1ccc(Nc2n[nH]nc2-c2ccccc2)cc1	9	7	-6	7	5	10	3	-5	-5
[O-][n+]1c2ccccc2c2n1CCN1CCOC21c1ccc(Cl)cc1 (stereo not drawn)	-14	8	5	.	-4	0	0	.	-5
O=C(c1cc(S(=O)(=O)N2CCN(c3ccccc3)CC2)ccc1Cl)N1CCCCCCC1	0	-32	15	4	2	-4	-2	-3	0
Cc1cc([N+](=O)[O-])ccc1NC(=O)CN1CCN(Cc2ccccc2)CC1	6	-4	6	-6	-1	4	-1	11	1
Cc1cc(-c2n[nH]c(=S)n2-c2ccccc2)nn1C	6	8	-14	0	-3	9	-1	-7	4
CCCc1cc(N2CCCC(C(=O)Nc3c(OC)cccc3OC)C2)n2ncnc2n1 (stereo not drawn)	4	8	9	-1	-1	0	0	11	-5
S=C1NCCOCCNC(=S)NCCOCCOCCN1	0	-3	8	4	0	6	-4	6	6
O=C(NCc1ccc(Cl)c(Cl)c1)c1ccco1	-3	2	-10	7	-3	5	-9	4	-4
COC(=O)c1ccc(CSc2nccn2C)cc1	4	-9	3	-6	0	-1	-3	-3	-3
Cc1ccc(N2NC(C)(c3cccs3)NC2=S)cc1 (stereo not drawn)	-2	4	5	6	0	11	-4	4	5
O=C(Nc1ccc(Cl)cc1Cl)C1=Cc2ccccc2OC1	-9	-10	3	6	-3	-2	-1	10	-2
O=C(CSc1nncn1-c1ccccc1F)NC1CCCCC1	3	8	-14	.	0	-3	-6	.	10
CCOc1ccc(-c2c(C(=O)N/N=C/c3cccs3)nnn2-c2nonc2N)cc1	3	1	11	5	-6	-5	-1	-5	4
CN1C(=O)Cc2cc(S(=O)(=O)N3CCN(c4ccc(Cl)cc4)CC3)ccc21	4	0	2	-9	0	-3	-3	-5	-1
NC(=O)CC(NC(=O)Cc1ccc(Cl)cc1)c1ccc(NC2CCCC2)c([N+](=O)[O-])c1 (stereo not drawn)	11	1	-6	19	-5	-7	7	8	-4
CC1CC(C)CN(S(=O)(=O)N2CCCC(C(=O)NCCc3ccccc3)C2)C1 (stereo not drawn)	10	12	-2	3	1	-1	3	-1	8
COc1cccc(/C=N/n2cncn2)c1OCC#N	5	1	15	-2	-5	-2	-4	9	5
N#CCSc1ccc(-c2nc3ccccc3[nH]2)cn1	3	2	7	-3	1	-1	0	-3	1
COc1ccc(C(=O)O)cc1S(=O)(=O)NCCN(C)C	3	2	6	-1	2	3	-2	0	7
O=C(NCC1CCCO1)C1CC(=O)N(c2ccccc2)C1 (stereo not drawn)	5	0	13	6	0	-2	2	2	1
Cc1cc(C)nc(NC(=O)/C=C/c2ccccc2Cl)n1	1	6	-21	-2	0	15	2	8	8
CC(=O)Nc1cccc(NC(=O)CSc2nc3c(c(=O)n(C)c(=O)n3C)n2C)c1	3	9	21	4	-3	-2	-2	-23	3
Cc1nn(C)c2nc(-c3cccs3)cc(C(F)(F)F)c12	1	7	-10	1	3	0	1	1	3
CNC(=S)NC1CC2CCCC(C1)N2Cc1ccccc1OC (stereo not drawn)	2	-7	-10	-2	0	9	-2	12	2
N#Cc1nc(COc2ccc(Cl)cc2)oc1N1CCCCCC1	3	32	19	3	0	3	0	-3	0
CCN(CC)CCCN1C(=O)C(O)=C(C(=O)c2sc(C)nc2C)C1c1ccco1 (stereo not drawn)	2	7	1	6	2	8	-2	-8	-10
Cc1ccc(C)c(OCc2cc(C(=O)N3CCOCC3)no2)c1	-2	-20	16	-10	-1	0	-3	3	-2
CC(=O)Nc1sc(N/N=C\c2ccccc2F)nc1-c1cccs1	1	0	3	4	-8	-11	-4	-3	2
COc1ccccc1NC(=O)C(CCS(C)(=O)=O)N1C(=O)c2ccccc2C1=O (stereo not drawn)	8	-2	14	3	1	-3	1	-2	7
CCOc1ccc(NC(=O)CS(=O)(=O)c2cn(C)c3ccccc23)cc1	-2	-5	30	-5	4	5	-3	0	-1
C/C(=N\NC(=O)c1ccc(O)cc1)c1ccc(N2CCOCC2)cc1	5	-3	9	-7	-4	0	-2	6	2
CN(C)c1cccc(C(=O)NC2CCCc3ccccc32)c1 (stereo not drawn)	2	-5	13	0	1	5	-4	-6	6
COc1ccc(-n2c(CN3CCN(c4ccccn4)CC3)nc3ccc([N+](=O)[O-])cc3c2=O)c(OC)c1	2	15	-6	-2	2	-2	-5	-14	-3
Cc1cc(C)n(C(=O)CNc2cccc(Cl)c2C)n1	-4	10	2	9	0	-2	5	-12	1
O=C1NCC(COCc2ccco2)O1 (stereo not drawn)	12	6	-2	0	0	4	-2	1	5
CC(Sc1nnc(Nc2ccccc2)s1)C(=O)NC1CCCc2ccccc21 (stereo not drawn)	3	8	-1	-4	-2	-6	-7	22	-1
COCCn1c(=NC(=O)CCS(=O)(=O)c2ccccc2)sc2cc(F)ccc21	-3	-1	-3	0	3	5	-2	-2	2
CN(C)CCCNc1oc(-c2ccccc2Cl)nc1S(=O)(=O)c1ccc(F)cc1	10	-8	-8	-1	1	0	-5	-3	-2
CCn1cc(C(=O)Nc2ccccc2)c(=O)c2ccc(C)nc21	.	11	-3	4	1	0	2	-8	.
CN(C)S(=O)(=O)N1CCC(Oc2ccc(C(=O)NC3CCCCC3)cc2)CC1	4	-3	7	8	1	7	0	2	8
CS(=O)(=O)N(CC(=O)NCc1ccco1)c1ccc(OCc2ccccc2)cc1	11	1	8	-1	0	-3	-3	-5	2
O=C(COc1ccccc1[N+](=O)[O-])NCc1cccnc1	7	-6	13	10	0	-4	-3	-2	-2
CC1=C(C(=O)OCc2ccc3c(c2)OCO3)C(c2ccc(O)c([N+](=O)[O-])c2)NC(=O)N1 (stereo not drawn)	2	-2	8	-2	3	-1	-4	2	-2
Cc1ccc(CNC(=O)CSc2nc(C)cs2)cc1	3	-8	16	-3	0	-11	2	0	8
O=C(NN1CCCCC1)c1cnn2c(C(F)F)cc(-c3ccccc3)nc12	7	-1	1	-4	1	-1	-4	-2	-1
CCC1=C(c2ccc(C)cc2)S(=O)(=O)N=C1N1CCC(C(=O)NCCCN2CCCCC2)CC1	10	6	-2	4	0	0	-6	5	1
COC(=O)[C@H]1CN(C(=O)c2ccccc2)C(=O)N1	6	-7	7	4	-2	0	-2	4	0
CCOC(CNc1cc(C)nc2c(-c3ccccc3OC)c(C)nn12)OCC	2	4	-2	0	1	3	-2	8	-6
CCOP(=O)(OCC)c1nc(-c2ccc(C)cc2)oc1N1CCOCC1	-1	4	1	-1	4	2	-3	5	0

The listing continues:
SMILES	PAFAH1B3 inh	PREPL inhibitor	ZTA DNA inh	GSTO1 inh	LYPLA1 inh	LYPLA2 inh	PAD4 FP inh	EBNA-1 inhibitor	PAFAH2 inh
COc1ccc(C(C)(C)C)cc1NC(=O)c1cccc(S(=O)(=O)N2CCN(C(C)=O)CC2)c1	-7	-2	14	4	-2	0	-1	6	-6
O=S(=O)(CCOc1ccccc1)N1CCOCC1	1	6	-6	2	2	0	-6	-2	-1
COc1ccccc1/C=N/Nc1nc(C)cc(C)n1	9	-1	3	6	2	0	-8	-2	10
Cc1ccc(NC(=O)CN(C)C(=O)COC(=O)CCS(=O)(=O)c2ccc(C)cc2)cc1	0	-6	-14	5	-2	1	-4	5	-3
O=C(Nc1ccc2snnc2c1)N1CCSCC1	-2	4	-11	-3	2	0	2	-4	-6
FC(F)Oc1ccc(NC(=S)NCC2COc3ccccc3O2)cc1 (stereo not drawn)	7	-47	-17	2	-7	-1	-4	-8	3
C=CCN1C(=O)C(Cc2ccc(C)cc2)S/C1=N/N=C/c1ccco1 (stereo not drawn)	-4	-5	1	6	1	2	0	2	-1
O=C(Nc1nnc(C2CC2)s1)C1Cc2ccccc2CN1S(=O)(=O)c1cccs1 (stereo not drawn)	2	2	3	-42	0	-6	-10	2	-12
Oc1ccc(-c2[nH]ncc2-c2cccc3cccnc23)c(O)c1	4	16	-4	4	2	1	-5	9	1

Compound activity (PubChem BioAssay)

Some of the compounds tested; rates above refer to the full screens.
